PfHsp40 rescue: restores yeast growth despite PfHsp40 toxicity; S. cerevisiae expressing PfHsp40, growth rescue, ATP luminescence; growth rescue, % at 12.5 µM; 0.68% of 340,000 active; in the data active = growth rescue above about 28%, passing the limit was not always enough; inconclusive = no clear call, values can overlap the other calls;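 also: yeast W303a lacking pdr1 and pdr3 grown in galactose medium; growth measured after three days at 30 °C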
BoNT F protease: blocks Botulinum neurotoxin F light chain protease. Multiplex microsphere protease cleavage assay, flow cytometry. inhibition, % at 10 µM. 0.22% of 360,000 active; in the data active = inhibition above about 35%, passing the limit was not always enough; inconclusive = no clear call, values can overlap the other calls; also: plate controls were buffer without enzyme for full effect and enzyme alone for no effect
Anthrax LF inh2: anthrax lethal factor protease inhibition; P15917; multiplex microsphere protease cleavage assay, LF; inhibition, % at 10 µM; 0.12% of 360,000 active; AID 588501; also: plate controls were buffer without enzyme for full effect and enzyme alone for no effect
UGM FP inh: inhibitors of M. tuberculosis UDP-galactopyranose mutase; inhibition, % at 10 µM; purified UGM, fluorescence polarization probe displacement; 0.06% of 320,000 active; in the data active = inhibition above about 10%, passing the limit was not always enough; inconclusive = no clear call, values can overlap the other calls
Target sequence (P9WIQ1 whole entry, looked up): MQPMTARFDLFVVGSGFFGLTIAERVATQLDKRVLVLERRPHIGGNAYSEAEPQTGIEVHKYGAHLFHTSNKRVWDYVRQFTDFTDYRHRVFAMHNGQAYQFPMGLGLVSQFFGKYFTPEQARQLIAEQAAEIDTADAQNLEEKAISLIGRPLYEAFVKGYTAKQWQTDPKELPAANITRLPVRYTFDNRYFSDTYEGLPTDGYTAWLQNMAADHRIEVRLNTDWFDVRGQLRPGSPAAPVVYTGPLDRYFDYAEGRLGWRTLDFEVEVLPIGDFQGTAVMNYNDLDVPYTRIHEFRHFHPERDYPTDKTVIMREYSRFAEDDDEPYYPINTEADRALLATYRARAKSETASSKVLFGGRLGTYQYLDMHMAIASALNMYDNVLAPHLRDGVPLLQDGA
FadD28 FP inh: M. tuberculosis FadD28 bisubstrate binding inhibition. FadD28 bisubstrate probe binding, fluorescence polarization. inhibition, % at 12.5 µM. 0.22% of 360,000 active; in the data active = inhibition above about 8.5%, passing the limit was not always enough; inconclusive = no clear call, values can overlap the other calls
BoNT A protease: inhibitors of Botulinum neurotoxin A light chain protease. multiplex microsphere protease substrate cleavage, flow cytometry. inhibition, % at 10 µM. 0.17% of 360,000 active. AID 588499; also: plate controls were buffer without enzyme for full effect and enzyme alone for no effect
GDH-TPI counter: GDH-TPI coupled enzyme inhibition counter-screen | AID 588335 | GDH-TPI coupled enzyme counterscreen, NADH absorbance | inhibition, % at 4.8 µM | 1.2% of 360,000 active; in the data active = inhibition above about 30%;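 also: 0% = DMSO wells and 100% = wells lacking the enzyme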
Mtb BioA inh: inhibitors of Mycobacterium tuberculosis BioA enzyme; inhibition, % at 9.99 µM; purified M. tuberculosis BioA enzyme, plate reader; AID 602481; 0.096% of 360,000 active; in the data active = inhibition above about 40%; inconclusive = no clear call, values can overlap the other calls
FBA Mtb inh: inhibits M. tuberculosis FBA enzyme; P9WQA3; purified M. tuberculosis FBA, fluorescence read-out; inhibition, % at 1 µM; 2.3% of 360,000 active; AID 588726; in the data active = inhibition above about 27%;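 also: 0% = vehicle and 100% = reference inhibitor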
Target sequence (P9WQA3 whole entry, looked up): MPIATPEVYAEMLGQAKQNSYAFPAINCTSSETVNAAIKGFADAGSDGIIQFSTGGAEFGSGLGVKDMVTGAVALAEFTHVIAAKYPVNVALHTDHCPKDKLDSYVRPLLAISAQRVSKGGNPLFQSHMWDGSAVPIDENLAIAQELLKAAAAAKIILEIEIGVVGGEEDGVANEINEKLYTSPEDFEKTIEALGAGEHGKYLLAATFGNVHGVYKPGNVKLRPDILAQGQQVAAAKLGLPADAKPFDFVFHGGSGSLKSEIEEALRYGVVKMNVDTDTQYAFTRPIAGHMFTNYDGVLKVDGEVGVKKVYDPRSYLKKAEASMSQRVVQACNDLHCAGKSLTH
* hit, by the source's call; ? = inconclusive; / = no result given; + = active, no number. Rule as the data show it, unless noted: active = inhibition above about 30%; inconclusive = no clear call, values can overlap the other calls; inactive = below that. Outcome played no part in choosing rows. Share with any hit: about 4.7%.

SMILES,PfHsp40 rescue,BoNT F protease,Anthrax LF inh2,UGM FP inh,FadD28 FP inh,BoNT A protease,GDH-TPI counter,Mtb BioA inh,FBA Mtb inh
COc1ccc(Nc2nc(-c3ccc(OC)cc3)cs2)cc1,0.2,-5,-2,-1.2,-3.9,-0.6,-7,/,1
O=C(CCc1c[nH]c2ccccc12)NCC1CCCO1 (configuration not stated),-1.9,-1,-3,-1.9,-3.9,0.3,-5,-3.3,-2
O=C1S/C(=C\c2ccc(N3CCOCC3)o2)C(=O)N1Cc1c(F)cccc1Cl,-0.7,-3,3,-3.2,0.7,0.5,16,0.3,4
CCc1nnc(N/N=C/c2cccs2)n1N,-1.3,-6,-2,-2.4,-0.6,-0.8,16,0.3,-8
COc1ccc(NN=Nc2nc3c([nH]2)c(=O)n(C)c(=O)n3C)cc1,-1.2,-13,-9,1.6,-0.6,-0.3,-2,/,0
Cc1cc(C)cc(OCC(=O)OCC(=O)NCc2ccco2)c1,0.8,9,2,0.8,0.6,0.5,-3,-4.0,-1
CSCC[C@H](NC(=O)CC(C)(C)C)c1nc2ccccc2[nH]1,0.4,-22,-3,-0.9,-1.6,-1.6,11,-2.7,1
COC(=O)[C@@H](NC(=O)NCc1ccco1)C(C)C,-0.3,0,-1,-9.7,-1.4,0.1,-1,-0.4,3
CCOC(=O)c1[nH]ncc1CN1CCCC(C(=O)c2cccc(OC(C)C)c2)C1 (configuration not stated),-0.8,3,1,0.1,-4.3,0.0,1,0.2,3
O=C(COC(=O)c1ccccn1)Nc1ccccc1OC(F)F,-0.1,-3,0,-1.9,-3.6,-1.0,-3,/,-2
COc1ccc(CCn2c(=N)c(C(=O)NC3CCCC3)cc3c(=O)n4ccccc4nc32)cc1OC,-0.1,-5,-2,0.7,-0.8,-1.6,9,-0.9,-2
Cc1c2cccn2cc[n+]1C,0.8,-2,0,-1.7,-2.1,1.4,9,-0.9,17
CCCCOc1ccc(-c2nc(/C=N/c3nccs3)c(O)o2)cc1,-1.0,2,0,3.6,-1.4,-0.1,-3,4.8,-4
O=C(Nc1nnc(S(=O)(=O)N2CCCCCC2)s1)c1ccccc1Br,0.7,-11,-1,-1.5,-0.2,-0.4,12,0.8,-2
O=C(O)COc1ccccc1/C=N/NC(=O)c1cc2ccccc2cc1O,3.4,-5,-12,7.4,-0.7,-0.7,28,-0.8,0
CCC(C)(C)NC(=O)/C=C/c1ccc(OC)c(S(=O)(=O)N2CCOCC2)c1,-1.1,-1,-1,3.5,-5.0,0.3,12,/,1
CN1CCN(c2cc([N+](=O)[O-])ccc2Cl)CC1,0.3,-1,-2,-1.6,-2.2,0.1,-3,/,1
O=C(NCC1CCCO1)c1ccc([N+](=O)[O-])o1 (configuration not stated),-0.9,-16,-6,0.9,1.3,-7.2,11,-1.7,4
COc1ccc(NC(=O)c2cc3cc(OC)ccc3oc2=N)cc1,-0.9,3,2,-1.4,0.3,1.2,1,-1.7,5
O=C(Cn1cnc2c(nnn2Cc2ccc(F)cc2)c1=O)NCc1ccccc1,-0.5,-7,-5,-1.5,-1.8,0.1,3,/,-2
Cc1[nH]c(=O)[nH]c(=O)c1NC(=O)c1ccc(OC(C)C)cc1,0.9,-5,1,-0.2,-1.5,-1.2,4,/,0
O=C1CCC(C(=O)N(Cc2ccco2)C2(C(=O)NC3CCCC3)CCCCC2)N1 (configuration not stated),0.3,2,1,0.4,-4.8,0.5,-4,-1.8,-2
CCOC(=O)c1c(C)oc2c(CN3CCN(C)CC3)c(Br)c(OC)c(O)c12,-1.2,12,-14,0.8,0.1,?,20,0.8,-1
O=S(=O)(Nc1ccc(Br)cc1)c1cccc2nonc12,2.3,-1,0,-0.5,0.4,1.1,4,0.7,-2
N#C/C(=C(/O)c1cccs1)c1nnc2n1CCCCC2,0.9,-1,1,0.1,-4.3,-0.4,2,-1.7,1
O=C(Nc1ccccc1)c1ccc(CSc2ccccn2)cc1,-2.1,0,-3,1.8,-1.6,0.6,-2,/,-2
Cc1ccc(C2C(C#N)=C(N)Oc3n[nH]c(-c4cccnc4)c32)o1 (configuration not stated),-0.7,-2,-2,1.9,0.3,0.0,9,1.1,-1
C=C(C)c1cccc(C(C)(C)NC(=O)Nc2ccc3[nH]c(=O)[nH]c3c2)c1,1.5,7,1,0.5,0.3,0.0,-8,-1.3,-3
Cc1cc(NC(=O)NN2CCOCC2)nn1-c1c(Cl)cccc1Cl,-1.8,?,-20,0.4,-1.6,?,0,/,1
Cc1ccc(S(=O)(=O)N(C)C)cc1NC(=O)COC(=O)C1CC1,-1.3,9,6,-0.9,-2.2,1.5,-14,0.0,2
CC(C)(C)CC(C)(C)NC(=O)CSCC(=O)Nc1ccc2ccccc2c1,-0.9,-10,-3,5.7,-1.4,?,4,-1.0,-1
CC(O)CNc1cc(N)c([N+](=O)[O-])cc1[N+](=O)[O-] (configuration not stated),1.4,-1,-1,-3.9,-0.2,-0.1,43*,/,-5
COC(=O)c1c(NC(=O)c2ccoc2C)sc2c1CCC2,-0.5,-18,-6,0.7,-0.2,-1.3,-9,-1.9,16
CCCCC(NC(=O)Cc1c(C)c2cc3c(C)c(C)oc3c(C)c2oc1=O)C(=O)O (configuration not stated),18,5,3,3.3,-2.6,0.2,12,-0.5,16
COc1cc(NC(=S)NC(=O)c2cccs2)ccc1NC(=O)C(C)C,-0.9,-3,1,-0.6,-4.4,-0.4,10,0.5,-2
O=C(c1ccc(F)cc1)N1CCN2C(=O)c3ccccc3C12c1ccccc1 (configuration not stated),0.7,4,9,-1.8,-1.1,0.4,7,/,2
Cc1onc(-c2c(F)cccc2Cl)c1C(=O)OCC(=O)NCc1ccccc1,1.0,-2,-9,2.1,-1.7,-0.9,1,0.7,0
O=C(CC(Sc1ccccc1)c1cccs1)c1ccco1 (configuration not stated),1.9,-30,-11,0.2,-2.7,-4.8,30,-0.7,-1
O=C(NCC(=O)N(Cc1ccco1)C(C(=O)NC1CCCC1)c1cccnc1)c1cccs1 (configuration not stated),-0.7,11,0,-1.9,-1.3,0.0,7,0.6,3
CC(=O)c1cccc(NC(=O)NCc2cccs2)c1,-0.3,-2,-3,-1.8,-2.1,-0.2,11,1.7,-2
CCN(CC)Cc1c(O)ccc2c(=O)c(Oc3ccccc3OC)c(C)oc12,-0.6,-2,-4,2.7,-0.3,-1.5,22,-0.6,+
Cc1ccc(NC(=O)C2(C)CCN2Cc2ccccc2OC(F)F)cc1 (configuration not stated),/,-6,-1,/,-2.1,-0.7,8,0.4,0
COP(=O)(OC)C(Nc1ccccc1)c1ccccc1 (configuration not stated),1.8,-12,-6,1.5,-1.9,-1.3,-3,0.3,0
CCOC(=O)C1=C(CN2CCCCCC2)NC(=O)NC1c1ccc2c(c1)OCO2 (configuration not stated),1.3,1,-2,0.2,-2.3,-0.1,1,/,-1
CN1CCN(c2ccccc2NC(=O)c2ccc(-c3ccc(Br)cc3)o2)CC1,4.7,0,2,-1.4,-2.4,4.1,6,-2.2,2
Cn1c(N)c(C(=O)COC(=O)Cn2cc(C(F)(F)F)ccc2=O)c(=O)n(C)c1=O,1.0,0,-2,3.1,-2.8,0.0,-13,0.0,-3
Cc1[nH]c(C(=O)O)c(C)c1C(=O)OC(C)C,-0.2,2,-1,-0.2,1.1,0.5,3,0.6,3
CN(CC(=O)Nc1cccc(F)c1)C(=O)CSc1ccc(Br)cc1,3.7,6,-3,-0.9,-1.0,0.1,4,0.6,1
CCOC(=O)c1c(C)n(O)c2ccc(Cl)cc2c1=O,0.0,0,-1,0.5,-1.9,1.7,19,0.9,8
COc1ccc(/C=N/NC(=O)c2ccccc2O)cc1CN1CCOCC1,-0.6,-2,-7,1.1,-0.8,-0.8,40*,-1.2,5
CCCc1nnc(SCC(=O)N2C(C)CCCC2C)n1CC (configuration not stated),-0.2,-7,-2,0.4,-1.8,-1.3,0,/,-2
O=C1C2C3C=CC(CC3)C2C(=O)N1/N=C/c1ccccc1O (configuration not stated),12,-1,0,-3.0,1.7,-0.5,10,-0.8,1
CN(C)CC(O)COc1cccc(OCC(O)CN(C)C)c1 (configuration not stated),-1.8,-11,-2,-0.5,-1.0,0.5,-2,-8.1,2
Cc1ccc(-c2ccc(S(=O)(=O)N3CC(C)OC(C)C3)cc2)cc1 (configuration not stated),-0.5,-1,-1,-0.5,-3.7,-1.6,-8,-0.6,0
Cc1cc(N=CC2=C(O)CCCC2=O)no1,-1.4,-6,-4,0.4,0.1,0.2,-5,-0.4,0
COc1ccc(OC)c(NC2=NCCCS2)c1,0.8,-2,-3,0.4,-2.3,-1.1,6,/,0
O=C(Cn1cc(SCc2ccccc2Cl)c2ccccc21)N1CCOCC1,0.7,-3,-4,0.6,-5.4,0.2,-16,-0.8,1
O=C(NCc1ccc(F)c(F)c1)C1CCC(=O)N(CCc2ccccc2)C1 (configuration not stated),0.5,1,-1,/,-1.5,-0.7,-8,1.8,0
COc1ccc(C(=O)CCc2nc3ccccc3s2)cc1,-0.4,13,2,-2.1,-7.3,1.2,1,-1.4,-1
O=C(COC(=O)/C=C/c1cccc(C(F)(F)F)c1)NCc1ccco1,-0.7,/,/,-0.7,-2.6,/,2,-1.8,-3

Further results
SMILES,PfHsp40 rescue,BoNT F protease,Anthrax LF inh2,UGM FP inh,FadD28 FP inh,BoNT A protease,GDH-TPI counter,Mtb BioA inh,FBA Mtb inh
O=C(c1cc(COc2cccc(C(F)(F)F)c2)on1)N1CCCC1,/,0,-5,/,-0.2,-0.2,6,0.9,-2
Cc1nc(N2CCN(c3ccccc3)CC2)[nH]c(=O)c1C,1.8,?,9,0.4,-0.8,-1.1,-6,-0.5,1
O=C(NCc1ccccn1)c1cccs1,1.4,-4,-1,-0.3,-0.2,?,18,/,0
Cc1ccc(O)c(-c2cc(-c3ccccc3C)[nH]n2)c1,322*,-23,-2,/,-2.8,-1.0,11,-0.2,-1
CCCC[C@H]1COCCS(=O)(=O)N1Cc1cccc([N+](=O)[O-])c1,-0.2,-3,-3,0.2,-3.0,-0.3,2,0.0,-2
Cc1c(-c2ccccc2)nc2ccccc2c1C(=O)OCC(=O)Nc1ncc(C(F)(F)F)cc1Cl,-1.0,0,0,1.5,-2.1,0.2,4,/,3
CN(C)Cc1ccccc1OC(=O)N(C)C,3.7,32,-2,-4.2,-2.2,1.5,-4,-1.4,-3
O=C(COC(=O)c1cc(=O)[nH]c2ccccc12)NC1CCCC1,-1.8,-8,0,-1.8,-2.6,-0.3,3,/,6
CC(Sc1nnc(N)s1)C(=O)NCc1ccc2c(c1)OCO2 (configuration not stated),0.4,5,0,0.0,/,1.7,3,-0.3,0
CCN1C(=O)[C@H]2[C@@H](c3ccc(C(F)(F)F)cc3)N[C@]3(CCCN(Cc4ccc(Br)cc4)C3=O)[C@H]2C1=O,/,-6,-4,/,-7.4,-0.3,5,1.0,0
CN(CCc1ccccc1)C(=O)c1cccc(NC(=O)Cc2cccc(NC(=O)C3CCN(C(=O)C4CCCCC4)CC3)c2)c1,-1.0,-1,-1,/,-3.8,0.1,-5,0.5,-2

Four entries from above, with each value named:
COc1ccc(OC)c(NC2=NCCCS2)c1
  PfHsp40 rescue: 0.8
  BoNT F protease: -2
  Anthrax LF inh2: -3
  UGM FP inh: 0.4
  FadD28 FP inh: -2.3
  BoNT A protease: -1.1
  GDH-TPI counter: 6
  Mtb BioA inh: /
  FBA Mtb inh: 0
O=C(NCc1ccccn1)c1cccs1
  PfHsp40 rescue: 1.4
  BoNT F protease: -4
  Anthrax LF inh2: -1
  UGM FP inh: -0.3
  FadD28 FP inh: -0.2
  BoNT A protease: ?
  GDH-TPI counter: 18
  Mtb BioA inh: /
  FBA Mtb inh: 0
COc1ccc(C(=O)CCc2nc3ccccc3s2)cc1
  PfHsp40 rescue: -0.4
  BoNT F protease: 13
  Anthrax LF inh2: 2
  UGM FP inh: -2.1
  FadD28 FP inh: -7.3
  BoNT A protease: 1.2
  GDH-TPI counter: 1
  Mtb BioA inh: -1.4
  FBA Mtb inh: -1
O=C(c1cc(COc2cccc(C(F)(F)F)c2)on1)N1CCCC1
  PfHsp40 rescue: /
  BoNT F protease: 0
  Anthrax LF inh2: -5
  UGM FP inh: /
  FadD28 FP inh: -0.2
  BoNT A protease: -0.2
  GDH-TPI counter: 6
  Mtb BioA inh: 0.9
  FBA Mtb inh: -2
